HGIII-sPLA2 inh: Blocks human group III sPLA2 activity; Q9NZ20; QFRET BODIPY PC-A2 liposome hydrolysis, fluorescence; inhibition, % at 12.2 µM; 370,000 compounds, 0.56% hits;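 active means inhibition above mean plus 3 SD of compounds lying within the high and low control bounds, cut at about 19% in these data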;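 further: 0% = median of test compound wells and 100% = no enzyme DMSO wells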
Target sequence (Q9NZ20 whole entry, looked up): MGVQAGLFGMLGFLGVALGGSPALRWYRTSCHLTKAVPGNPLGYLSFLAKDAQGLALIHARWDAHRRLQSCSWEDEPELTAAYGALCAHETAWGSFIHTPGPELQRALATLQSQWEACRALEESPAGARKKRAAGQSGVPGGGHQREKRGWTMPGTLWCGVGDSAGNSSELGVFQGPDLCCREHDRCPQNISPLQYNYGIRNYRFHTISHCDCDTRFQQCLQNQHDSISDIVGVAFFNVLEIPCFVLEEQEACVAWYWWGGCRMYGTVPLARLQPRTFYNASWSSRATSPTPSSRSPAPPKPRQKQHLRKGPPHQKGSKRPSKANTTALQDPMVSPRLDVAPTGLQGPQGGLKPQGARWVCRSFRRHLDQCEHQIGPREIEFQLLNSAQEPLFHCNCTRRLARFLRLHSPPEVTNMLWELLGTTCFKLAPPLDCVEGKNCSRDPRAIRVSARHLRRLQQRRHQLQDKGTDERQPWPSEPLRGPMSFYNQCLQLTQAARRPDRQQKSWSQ
DAX1 inh-1: inhibits human nuclear receptor DAX1 | HEK293 Gal4-DAX1 luciferase reporter, luminescence | inhibition, % at 6.75 µM | 340,000 compounds, 0.99% hits | AID 504766;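 active means inhibition above the mean over all tested compounds plus 3 SD, cut at about 4.2% in these data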;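 further: 0% = DAX1-transfected cells with DMSO and 100% = empty-vector control cells with DMSO; inhibition shows as a rise in luminescence from relieved DAX1 repression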
Target sequence (P51843 207-470 limits assumed): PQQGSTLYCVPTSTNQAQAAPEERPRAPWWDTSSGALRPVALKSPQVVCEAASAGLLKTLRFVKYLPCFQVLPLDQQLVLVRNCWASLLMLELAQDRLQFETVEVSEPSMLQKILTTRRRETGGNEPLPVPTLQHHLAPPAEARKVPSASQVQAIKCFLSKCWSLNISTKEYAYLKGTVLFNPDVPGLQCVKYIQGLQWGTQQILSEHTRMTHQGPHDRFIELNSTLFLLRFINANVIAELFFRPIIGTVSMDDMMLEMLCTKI
hcDAF12 agonist: H. contortus DAF-12 activation, primary screen. HEK293 hcDAF-12 lit1-tk-luc reporter, luminescence; 0% DMSO, 100% Δ7-dafachronic acid. AID 652067. 370,000 compounds, 1.4% hits. activation, % at 6.8 µM;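 active means activation above the mean of all tested compounds plus 3 SD, cut at about 5.5% in these data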;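 further: 100% = response to 3 µM Δ7-dafachronic acid high control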
FXN GAA850 act: frataxin GAA850 promoter activation | HEK293 lucGAA850 FXN promoter luciferase reporter, 24 h; percent of 10 µM SAHA response | AID 540364 | 360,000 compounds, 0.56% hits | activation, % at 6 µM;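 active means activation above the average of all compounds screened plus 3 SD, cutoff fixed separately per campaign, cut at about 7.5% in these data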;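 further: 0% = DMSO wells and 100% = 10 µM SAHA wells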
SMARCA2 activ: increases SMARCA2 function in MMTV reporter cells. MG213 cells, MMTV-luciferase reporter, dexamethasone, overnight. 370,000 compounds, 1% hits. activation, % at 9.1 µM. AID 652017; in the data active means activation above about 7.8%;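 further: 0% = vehicle wells and 100% = reference activator wells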
GC-B act: GC-B (human) receptor activation; activation, % at 10 µM; HEK293-GC-B cells, CNP EC30, cGMP TR-FRET; 0% at EC30 CNP, 100% saturating CNP; 370,000 compounds, 0.11% hits;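 active means activation at 10 µM reaching about 35% in either raw or pattern-adjusted values, limit read from the data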
DAX1 inh-2: inhibitors of DAX1 repression of SF-1 activated StAR promoter. HEK293T StAR-luciferase reporter, SF-1/DAX-1 repression relief. inhibition, % at 6.8 µM. 370,000 compounds, 1.1% hits. AID 652010;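 active means inhibition above the mean over all tested compounds plus 3 SD, cut at about 3.6% in these data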;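 further: 0% = DAX-1 cells with DMSO and 100% = cells lacking DAX-1 with DMSO; higher inhibition means more luminescence from relief of DAX-1 repression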
KLK7 zymogen act: proKLK7 (human) activation, primary screen; activation, % at 7 µM; P49862; purified proKLK7, EDANS-DABCYL substrate fluorescence; 100% is mature enzyme control, 0% vehicle; 370,000 compounds, 0.9% hits;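 active means activation above the mean of all tested compounds plus 3 SD, computed per campaign excluding outliers beyond control limits, cut at about 13% in these data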
Target sequence (P49862 whole entry, looked up): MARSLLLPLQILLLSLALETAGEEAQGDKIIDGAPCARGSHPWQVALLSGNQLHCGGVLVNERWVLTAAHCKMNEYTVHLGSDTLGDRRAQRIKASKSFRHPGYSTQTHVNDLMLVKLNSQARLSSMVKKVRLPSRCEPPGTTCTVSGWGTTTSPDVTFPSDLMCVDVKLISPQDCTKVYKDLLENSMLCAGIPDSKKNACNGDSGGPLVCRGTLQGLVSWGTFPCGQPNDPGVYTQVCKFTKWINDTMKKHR
GC-A act: GC-A (human) enzyme activation; P16066; HEK293 GC-A cells, cGMP TR-FRET, EC30 ANP; 0% at EC30 ANP, 100% saturating ANP; activation, % at 10 µM; 370,000 compounds, 0.14% hits; AID 1671463; in the data active means activation above about 40%
hgDAF12 agonist: activates the H. glycines DAF-12 receptor ligand-binding domain; activation, % at 6.8 µM; 370,000 compounds, 1.8% hits; AID 687014; HEK293 GAL4-hgDAF12 UAS-luciferase reporter, agonist luminescence; normalized to butyrate control;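 active means activation above a cutoff set at the mean of all screened compounds plus 3 SD, cut at about 10% in these data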;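 further: 0% = DMSO wells and 100% = sodium butyrate wells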
ssDAF12 agonist: activates DAF-12 receptor from parasite S. stercoralis. HEK293 ssDAF-12/GRIP1 lit1-tk-luc reporter, luminescence; % of 3 µM dafachronic acid response. activation, % at 6.8 µM. 370,000 compounds, 1% hits;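 active means activation above the mean over all tested compounds plus 3 SD, cut at about 0.9% in these data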;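 further: 0% = DMSO-only wells and 100% = 3 µM delta7-dafachronic acid wells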
* = called active by the depositor; . = no result given.

SMILES | HGIII-sPLA2 inh | DAX1 inh-1 | hcDAF12 agonist | FXN GAA850 act | SMARCA2 activ | GC-B act | DAX1 inh-2 | KLK7 zymogen act | GC-A act | hgDAF12 agonist | ssDAF12 agonist
Cc1cc(C)n(-c2nc3sc4c(c3c3nnc(SC(C)C)n23)CC(C)(C)OC4)n1 | 5.3 | -0.9 | -2.0 | -0.1 | 0.4 | 3.3 | -0.5 | -6.1 | -1.8 | -1.5 | -0.5
COC(=O)c1ccc(C)c(NS(=O)(=O)c2cn(C)nc2C)c1 | -0.9 | 0.2 | -1.1 | -1.9 | -1.3 | 2.5 | 2.1 | 0.4 | 5.7 | 1.4 | -0.9
Cc1cc(C)cc(NC(=O)N2CCCN(Cc3c(F)cccc3Cl)CC2)c1 | 11.0 | -1.1 | -1.2 | 0.5 | -2.6 | -3.2 | 0.1 | -0.3 | 2.5 | -0.3 | -1.0
CCOC(=O)C1CCCN(c2c(Nc3ccc(OCC)cc3)c(=O)c2=O)C1 (stereo unspecified) | 1.6 | -0.4 | -4.0 | 1.0 | -0.4 | -4.6 | -0.7 | 0.7 | -1.2 | -0.2 | -1.5
Nc1ncnc2c1ncn2[C@@H]1O[C@H](C(=O)N[C@@H](CCc2ccccc2)C(=O)N2CCN(C(=O)N3CCOCC3)CC2)[C@@H](O)[C@H]1O | 7.0 | . | -0.3 | . | -1.4 | -7.4 | 1.3 | 0.2 | 5.2 | -2.8 | -1.1
Cc1cc(C)cc(OCC(=O)N/N=C\c2cn(C)nc2C)c1 | -2.4 | -1.4 | 0.9 | -0.8 | -1.1 | -5.4 | 0.1 | 0.1 | -5.7 | -0.8 | -1.0
COc1cc(NC(=O)CCc2c(C)nc3nc(C)nn3c2C)cc(OC)c1 | 3.8 | -0.7 | -1.7 | 1.6 | 2.5 | -6.0 | -0.2 | -0.1 | -3.3 | -0.8 | -0.6
O=C(CSc1nc(-c2ccccc2Cl)ns1)NCc1ccco1 | -6.8 | -0.7 | -0.5 | -1.6 | 0.7 | 0.3 | -0.5 | -0.6 | 10.4 | -0.8 | -1.5
CCn1c(CNc2ccc(F)cc2)nnc1SCC#N | 2.4 | -0.8 | 3.2 | 1.2 | 0.4 | -5.2 | 0.6 | 0.1 | -2.7 | 1.9 | -0.1
CCSc1nnc(NC(=O)COc2ccc(Cl)cc2)s1 | 3.5 | 0.6 | -1.9 | 1.8 | -2.3 | -3.1 | -0.4 | -0.4 | 2.9 | -2.8 | -0.6
O=C(COC(=O)c1cccnc1Cl)NC1CCCCCC1 | 11.4 | -0.3 | -1.3 | -3.0 | 3.5 | 4.0 | -0.1 | 0.3 | 1.0 | 2.0 | -0.8
O=C(c1cnn(Cc2ccccc2)c1)N1CCN(S(=O)(=O)/C=C/c2ccccc2)CC1 | -6.8 | 0.1 | -2.7 | -1.0 | -2.0 | -0.4 | -1.4 | -0.4 | -5.0 | -2.4 | -1.5
CC(C)(C)C(=O)Nc1ccc(C(=O)NCc2cccnc2)cc1 | 3.4 | 0.2 | 0.6 | -2.7 | 0.4 | 0.4 | -0.2 | -0.1 | 5.3 | 3.0 | -0.9
O=C(Cc1ccc(Cl)cc1)NNC(=O)Nc1cccc2ccccc12 | -9.9 | -0.9 | -1.4 | -0.2 | 2.4 | 2.9 | 0.5 | -1.5 | -0.1 | -0.7 | -1.4
CCN(CC)C1=N/C(=C\c2ccc(OC)cc2)C(=O)N1c1ccccc1 | 8.2 | 2.1 | -3.4 | -6.7 | -2.5 | 2.2 | -0.2 | -0.6 | 3.1 | -7.6 | -1.8
C=CCNc1cc(C)oc(=O)c1C(=O)CCC | -2.2 | 0.2 | -2.2 | 4.5 | -1.9 | 7.0 | -0.5 | 0.4 | -5.6 | -0.4 | -2.0
O=C(Nc1ccc(NC(=O)C2CC2)nc1)c1cccs1 | -3.7 | 2.2 | 3.0 | 0.9 | -0.3 | 8.5 | 1.4 | -0.2 | 0.9 | 1.5 | -0.1
Cn1c(SCc2ccc(F)cc2Cl)nc2ccccc2c1=O | -0.8 | 1.3 | -1.3 | 1.8 | -2.6 | -1.6 | -0.6 | -0.2 | -7.3 | 0.6 | -1.1
CN=C(Nc1cc(C)nn1-c1ccccc1)c1ccccc1 | 2.0 | 0.9 | 0.4 | 0.1 | 0.8 | -0.4 | -0.9 | -0.3 | 4.4 | 0.6 | -1.6
CN(C)CCCNC(=O)c1cc(C(=O)c2c(Cl)cccc2Cl)c[nH]1 | 3.0 | 0.9 | 0.0 | 0.8 | -3.7 | 0.2 | -0.3 | 0.0 | 5.2 | 1.3 | -1.2
COc1ccc(CCNC(=O)CN(C)S(=O)(=O)c2ccc(Br)s2)cc1OC | 2.4 | 2.3 | -2.3 | 2.0 | -2.5 | 2.2 | 0.3 | 0.0 | 3.3 | -2.3 | -0.4
Cc1ccccc1CC1(CO)CCCN(C(=O)c2ccoc2)C1 (stereo unspecified) | 13.4 | 2.3 | -1.7 | 0.9 | -2.2 | 5.3 | 0.1 | 0.1 | 4.7 | 0.1 | -1.3
COc1ccc(NC(=O)CSc2ccc3ccccc3c2)cc1S(=O)(=O)N1CCCCC1 | -35.1 | -2.7 | -6.0 | 3.0 | -5.3 | -0.9 | -2.5 | -0.5 | 2.9 | -5.7 | -2.5
CC(C)c1ccc(-c2csc3nc[nH]c(=O)c23)cc1 | -10.1 | -0.6 | -1.2 | 1.7 | -1.9 | -0.4 | -0.2 | 0.0 | 3.3 | 2.6 | -1.7
Cn1ccnc1SCC(=O)c1ccc([N+](=O)[O-])cc1 | -4.2 | -0.1 | -1.5 | 0.3 | -1.0 | 5.9 | -0.1 | 0.0 | -1.3 | -0.8 | -1.3
(listing goes on)
SMILES | HGIII-sPLA2 inh | DAX1 inh-1 | hcDAF12 agonist | FXN GAA850 act | SMARCA2 activ | GC-B act | DAX1 inh-2 | KLK7 zymogen act | GC-A act | hgDAF12 agonist | ssDAF12 agonist
O=C(Cc1cccs1)N(CC1CCCO1)C1(C(=O)NC2CCCC2)CCCCC1 (stereo unspecified) | 2.0 | -0.1 | -1.4 | 0.9 | -0.9 | -4.2 | -1.1 | 0.7 | -7.1 | 2.4 | -1.6
Cc1cc(N(C)/N=C/c2ccccc2O)nc(-c2ccccc2O)n1 | -1.4 | 0.3 | -0.7 | -0.2 | -1.3 | 1.7 | 0.1 | -0.7 | -2.1 | -0.2 | -0.5
CN(C)CCOCCOc1ccc(Cl)cc1C(C)(C)C | -6.7 | 0.3 | -0.6 | -2.5 | -2.0 | -8.8 | -0.3 | 0.7 | -3.8 | -0.3 | -1.7
Cc1cc(C(F)F)n2nc(C(=O)O)nc2n1 | 0.2 | -0.2 | -1.7 | 0.4 | -0.6 | -2.4 | 0.1 | -0.2 | 0.0 | -1.1 | -1.2
COc1ccccc1C(=O)Nc1ccc2c(c1)CCCN2C(=O)c1ccccc1 | -2.9 | -0.4 | -4.2 | 1.1 | -0.4 | 0.7 | -7.3 | 1.0 | 2.0 | -2.9 | -1.8
COc1ccc(S(=O)(=O)N2CCC(C(=O)NC(c3nc4ccccc4[nH]3)C(C)C)CC2)cc1 (stereo unspecified) | -4.0 | 0.4 | -1.1 | 0.0 | -4.1 | -1.6 | 3.5 | -0.1 | -0.2 | -1.8 | -1.4
NS(=O)(=O)c1ccc(CCNC(=O)C2(S(=O)(=O)c3ccc(Cl)cc3)CC2)cc1 | -1.9 | -0.2 | -0.1 | 2.3 | -0.9 | -0.4 | 0.2 | 0.3 | 2.0 | -1.2 | -1.6
CCn1nc(C)cc1C(=O)Sc1cccc(Br)c1 | 3.0 | 0.9 | -1.5 | 1.1 | -2.0 | 0.8 | -0.2 | 0.1 | 5.7 | -0.6 | -0.1
Cc1ccc2cc(CN(Cc3ccco3)C(=O)NCc3ccccc3)c(=O)[nH]c2c1C | -20.4 | -0.1 | -2.8 | 1.7 | -0.4 | 0.8 | -0.1 | 0.1 | 5.1 | 0.9 | -1.4
Cc1nnc(SCCN2C(=O)c3ccccc3C2=O)[nH]c1=O | 4.6 | -0.3 | 4.6 | -1.8 | 2.5 | 2.0 | -0.2 | 0.2 | 1.6 | -1.0 | -0.9
C=C(C)CSc1nc2ccccc2c(=O)n1-c1c(C)n(C)n(-c2ccccc2)c1=O | -0.1 | 0.2 | -0.7 | 2.6 | 0.6 | 0.9 | -0.2 | -0.7 | -11.1 | -4.3 | -1.3
CCc1nnc(NC(=O)CN2CCN(c3cccc(OC)c3)CC2)s1 | -2.4 | 1.3 | -1.6 | -0.5 | 0.8 | 14.7 | 0.0 | 0.5 | 2.2 | -2.5 | -1.2
NC(=O)c1ccc(C(F)(F)F)n(Cc2ccccc2Cl)c1=O | -2.5 | -1.0 | -1.8 | 5.1 | -0.6 | 29.6 | 0.1 | 0.7 | 24.1 | -1.4 | -1.9
Cc1cc(OCC(=O)Nc2ccccn2)c2c(C)c(C)c(=O)oc2c1 | 10.6 | 1.9 | 2.6 | -0.9 | -0.8 | -5.5 | -0.8 | 1.1 | 5.2 | 3.2 | -0.7
Cc1ccc2nc(-c3ccc(F)cc3)c(Cc3ccccn3)n2c1 | 4.1 | . | 8.6* | . | 3.8 | 13.5 | 9.3* | -0.3 | 6.6 | 14.4* | 0.4
CCn1c(=O)c(C(=O)NNC(=O)c2ccc(Cl)cc2Cl)c(O)c2ccccc21 | 0.9 | 3.7 | -1.2 | -0.2 | -0.8 | 1.8 | -0.1 | 0.1 | -8.1 | -0.3 | -0.8
Cc1ccc(NC(=O)c2cc(C)n(-c3ccccc3)c2C)cc1 | -4.7 | -4.2 | -8.1 | -12.8 | -7.4 | -2.4 | -3.0 | 0.2 | -3.9 | -17.1 | -3.5
CC(C)NC(=O)C1(C)CCCN1C(=O)c1ccccc1Br (stereo unspecified) | 1.2 | . | 0.1 | 2.9 | -1.6 | -6.7 | 0.6 | 0.3 | 1.4 | -0.3 | -0.7
CNC(=S)N/N=C(\C)c1cccc(C(F)(F)F)c1 | 11.0 | -1.1 | -1.8 | 1.0 | -2.6 | 0.8 | -0.2 | -0.1 | 0.8 | 1.6 | -1.6
COc1ccc(NC(=O)c2ccccc2[N+](=O)[O-])cc1 | -5.5 | -1.8 | -1.7 | 2.3 | -1.5 | 4.9 | -0.1 | -0.2 | -3.1 | 6.1 | -1.4
C=C(C)COc1ccc(-c2[nH]ncc2-c2ccccc2OC)c(O)c1 | -32.8 | 1.4 | -2.0 | 1.8 | -3.9 | -6.8 | -1.4 | -0.8 | -5.5 | -2.5 | -1.6
O=C(c1coc2ccccc2c1=O)N1CCN(c2cccc(C(F)(F)F)c2)CC1 | -2.7 | -0.4 | 1.0 | 2.4 | 1.3 | 6.3 | -0.4 | -0.5 | 2.5 | 1.5 | -1.5
CCc1ccc(NC(=O)CCc2c(C)nn(-c3ccc(N4CCOCC4)nn3)c2C)cc1 | -5.0 | 1.9 | -0.4 | 3.5 | 2.4 | -2.2 | 0.0 | -0.3 | -4.3 | 3.7 | -1.1
CCOC(=O)CNC(=S)N(Cc1ccccc1)Cc1cccnc1 | 1.0 | -0.7 | -1.2 | 1.9 | 0.0 | -2.1 | 0.1 | 0.6 | -1.4 | -4.0 | -1.6

Screening results: PubChem, several laboratories
